APJ antagonist – antagonists of human apelin receptor APJ, primary screen, CHO-K1 cells, beta-arrestin complementation, luminescence | P35414 | inhibition, % at 20 µM | 330,000 compounds, 0.32% hits;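 active = inhibition above about 40% at 20 µM, limit read from the data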;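 note: cells challenged with 10 nM apelin-13 agonist together with compound; plate controls were apelin-13 plus DMSO wells for no effect and DMSO wells lacking apelin-13 for full effect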
CXCR6 inh – CXCR6 receptor inhibitors, primary screen, cell-based, beta-arrestin, luminescence, CHO-K1 PathHunter, 1536-well | 360,000 compounds, 0.36% hits | C-X-C chemokine receptor type 6 (Homo sapiens), O00574 | inhibition, % at 20 µM; in the data active = inhibition above about 34%, passing the limit was not always enough;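 note: antagonist mode with CXCL16 agonist at 10 nM final; 0% = 10 nM CXCL16 with DMSO and 100% = unstimulated wells without agonist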
CCR6 antagonist – CCR6 receptor antagonists, primary screen, cell-based, CHO-K1, luminescence, beta-arrestin, uHTS | AID 493098, 2011 | C-C chemokine receptor type 6 (Homo sapiens), P51684 | inhibition, % at 20 µM | CHO-K1 CCR6 PathHunter beta-arrestin, CCL20-stimulated | 340,000 compounds, 0.49% hits;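 active = compounds whose inhibition of the agonist-driven luminescence signal at 20 µM reaches about 50%, limit read from the data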;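 note: cells stimulated with CCL20 at 14 nM final; plate controls were DMSO with CCL20 for no effect and DMSO without agonist for full effect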
APJ ag – agonists of human apelin receptor APJ, primary screen, CHO-K1 cells, PathHunter beta-arrestin, luminescence; P35414; 0% DMSO wells, 100% apelin; activation, % at 20 µM; 330,000 compounds, 0.11% hits; AID 2520, 2010;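 active = activation more than six SD over the plate average, tested at 20 µM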;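 note: 0% = DMSO alone and 100% = apelin-13 at 10 nM; some results filed as inactive read as strong as hits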
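Test system – PathHunter CHO-K1 APJ (AGTRL-1) beta-arrestin reporter cells · Input – 1000 cells/well · Compound – single test compound dose, 20 µM final, 1% DMSO · Times – compound stimulation 90 min at 25 °C, detection 60 min · Technique – beta-gal luminescence · Read-out basis – APJ–arrestin association signal · Control set – negative DMSO alone, positive Apelin-13 at 10 nM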
XBP1 UPR activ – activators of adaptive XBP1 UPR arm, primary screen, cell-based, CHO-XBP1 luciferase reporter, luminescence, uHTS. IRE1-XBP1 UPR activation; percent of tunicamycin response, DMSO as zero. activation, % at 20 µM. 330,000 compounds, 0.33% hits. AID 463104, 2010;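 active = versus positive control, 20 µM dose yields 30% or more activation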;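 note: 100% = tunicamycin at 10 µg/mL and 0% = DMSO only wells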
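assay system = CHO-XBP1 luciferase reporter cells | amount = 1000 cells/well | buffer or medium = F12 plus 10% FBS | compound dosing = single point, 20 µM final compound, 1% DMSO | incubation = 16-18 h cell attachment at 37 °C, then 6 h compound exposure | detection = Steady-Glo luminescence read | controls = tunicamycin 10 µg/mL and vehicle-only wells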
EBI2 antag – EBI2 receptor antagonists, beta-arrestin recruitment, primary screen, cell-based, luminescence, 7a,25-OHC stimulation, uHTS; 360,000 compounds, 0.81% hits; G-protein coupled receptor 183 (Homo sapiens), P32249; inhibition, % at 5 µM; 7a,25-OHC stimulated; in the data active = inhibition above about 38%;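 note: enzyme fragment complementation signal reports receptor beta-arrestin coupling in cells; 0% = agonist plus DMSO wells and 100% = wells without agonist; some results beyond the cut were filed as inactive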
UPR CHOP act – activators of apoptotic CHOP UPR arm, primary screen, cell-based, CHO-CHOP luciferase reporter, luminescence, uHTS; 330,000 compounds, 0.34% hits; activation, % at 10 µM; UPR activation; percent of tunicamycin response over DMSO baseline;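 active = at 10 µM dose, activation of 40% or more, normalized to positive control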;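 note: 100% = tunicamycin at 10 µg/mL and 0% = DMSO alone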
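measured by = luciferase luminescence | assay system = CHO-CHOP cells, stable luciferase reporter of PERK-eIF2a-CHOP signalling | amount = 500 reporter cells seeded per well | timing = 6 h compound exposure at 37 °C after overnight seeding | controls = positive tunicamycin 10 µg/mL, negative DMSO alone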
tim23-1 inh – growth inhibitors of tim23-1 mutant yeast, primary screen, luminescence, uHTS; AID 463212, 2010; 330,000 compounds, 1.3% hits; S. cerevisiae tim23-1 growth, BacTiter-Glo luminescence, 24 h; inhibition, % at 20 µM;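 active = growth inhibition of the mutant yeast at or above 50%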;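 note: temperature-sensitive mutant grown at 25 °C; plate controls were DMSO-treated mutant yeast for no effect and medium wells lacking yeast for full effect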
Mdm2-MdmX inh – inhibitors of human Mdm2-MdmX association, primary screen, cell-based, luminescence, split luciferase, SaOS-2, uHTS | SaOS-2 split-luciferase Mdm2/MdmX complementation | 330,000 compounds, 3% hits | inhibition, % at 8 µM | AID 485346, 2010;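 active = inhibition of at least 50% at 8 µM in the primary screen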
Target sequence (O15151 whole entry, looked up): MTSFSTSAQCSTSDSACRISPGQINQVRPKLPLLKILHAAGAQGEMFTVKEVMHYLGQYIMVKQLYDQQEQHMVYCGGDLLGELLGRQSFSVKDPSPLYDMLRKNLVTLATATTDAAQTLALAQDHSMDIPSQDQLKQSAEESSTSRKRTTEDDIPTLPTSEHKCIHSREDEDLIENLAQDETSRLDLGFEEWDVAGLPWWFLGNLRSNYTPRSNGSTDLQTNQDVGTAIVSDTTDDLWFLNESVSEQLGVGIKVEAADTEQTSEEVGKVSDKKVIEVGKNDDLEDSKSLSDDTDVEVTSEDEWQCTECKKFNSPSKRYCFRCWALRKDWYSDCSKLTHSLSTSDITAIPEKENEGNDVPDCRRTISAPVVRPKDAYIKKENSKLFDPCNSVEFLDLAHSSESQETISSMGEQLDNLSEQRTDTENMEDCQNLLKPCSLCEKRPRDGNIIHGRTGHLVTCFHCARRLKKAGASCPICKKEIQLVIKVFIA
Target sequence (Q00987 whole entry, looked up): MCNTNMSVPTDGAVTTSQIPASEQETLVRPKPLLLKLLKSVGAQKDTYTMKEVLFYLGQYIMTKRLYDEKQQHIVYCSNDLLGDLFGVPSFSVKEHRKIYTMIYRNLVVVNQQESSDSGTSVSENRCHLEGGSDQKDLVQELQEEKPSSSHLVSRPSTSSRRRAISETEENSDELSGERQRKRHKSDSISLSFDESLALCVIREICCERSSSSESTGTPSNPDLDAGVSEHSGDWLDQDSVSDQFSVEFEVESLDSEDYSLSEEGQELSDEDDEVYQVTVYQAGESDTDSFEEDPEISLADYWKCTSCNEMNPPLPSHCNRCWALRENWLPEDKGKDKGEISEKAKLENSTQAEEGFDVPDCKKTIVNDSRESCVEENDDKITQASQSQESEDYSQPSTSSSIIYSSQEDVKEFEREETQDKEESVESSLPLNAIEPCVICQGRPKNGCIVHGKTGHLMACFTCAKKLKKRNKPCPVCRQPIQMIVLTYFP
An asterisk follows results filed as active. Only part of the results is shown; the hit share may differ from the screen's.

canonical_smiles	APJ antagonist	CXCR6 inh	CCR6 antagonist	APJ ag	XBP1 UPR activ	EBI2 antag	UPR CHOP act	tim23-1 inh	Mdm2-MdmX inh
O=C(CN1CCc2[nH]c3ccccc3c2C1)N1CCCCC1	3	-14	0	-4	-4	-2	0.9	-21	26
O=C(OCC(=O)N1CCN(c2ccccc2)CC1)c1ncc(Cl)c(Cl)c1Cl	17	-12	-11	-3	0	-6	3.8	28	4
C/C(=N\Nc1nccnc1Cl)c1ccc(Br)cc1	11	2	22	-2	4	-8	1.5	10	-3
CN(C)S(=O)(=O)n1cnc([C@@H]2[C@H]3C(=O)OC[C@@H]3C[C@@]23N=CN(Cc2ccccc2)C3=O)c1	13	1	-10	-1	0	-4	2.7	9	-28
COc1cc(/C=N/N(C)C)ccc1OC(=O)c1cccs1	-15	3	8	0	3	-14	1.3	18	-30
Oc1cc2c(cc1C(c1ccc(Cl)c(Cl)c1)N1CCCC1)OCO2 (stereo unspecified)	-14	4	9	-5	-3	6	1.5	63*	40
COc1ccc(OC)c(S(=O)(=O)Nc2ccccc2SC)c1	1	4	9	-4	1	7	-0.7	22	-4
N=C1C(c2ccccc2)=C(O)CN1NC(=O)c1ccc(Cl)cc1	7	10	10	2	3	22	-0.6	-10	-2
CCOc1ccc2nc(SCC(=O)c3ccc(Cl)s3)sc2c1	-28	1	5	1	-5	-4	3.5	-1	-13
CCc1c(C)sc(NC(=O)C2CC2c2ccccc2)c1C(N)=O (stereo unspecified)	-15	2	7	1	-1	-34	2.3	10	57*
COC(=O)C1SCC2C(=O)N(Cc3ccccc3)CC(=O)N21 (stereo unspecified)	10	-6	15	-1	-3	-3	-0.6	7	3
COc1ccc(NC2CCCN(C(=O)c3cccc(N4CCNC4=O)c3)C2)cc1 (stereo unspecified)	-5	0	-4	-4	-5	0	2.4	7	7
C=CCN1C(=O)/C(=C\c2cccs2)C(C(=O)OC)=C1C	6	14	15	-5	2	-10	-2.7	25	3
Cc1ccc(Nc2nc(N)nc(CSC(=S)N3CCOCC3)n2)c(C)c1	17	4	-22	-3	2	-17	8.1	16	-15
COc1ccc(NS(=O)(=O)c2ccc(NS(=O)(=O)c3ccc(C)cc3)cc2)nn1	0	5	6	0	0	5	1.2	-5	-9
COCc1ccc(C(=O)NC2CCCc3c2cnn3-c2ccc(C)c(C)c2)o1 (stereo unspecified)	3	-9	5	4	-9	-1	0.8	30	41
O=C(NC(=S)Nc1ccccn1)c1ccc([N+](=O)[O-])cc1	-14	3	6	0	2	-4	5.7	5	-58
CC(=O)Oc1ccc(C(=O)Nc2cc(C)on2)cc1	5	-1	-6	-3	3	2	-9.1	24	0
O=C(NNC(=O)c1sccc1-n1cccc1)c1cccc(Cl)c1	-18	6	-5	-1	-2	4	-0.3	25	2
COC(=O)C1=C(C)NC(=O)C1(NC(=O)c1ccncc1)C(F)(F)F (stereo unspecified)	-4	-5	-8	-6	0	-12	-1.8	0	12
CS(=O)(=O)N1CCc2cc(C(=O)N3CCN(c4ccc(F)cc4)CC3)ccc21	6	-3	-4	13	-2	6	2.3	16	0
COc1ccc(/C=N/N=C2\CC3CCC2(C)C3(C)C)cc1O (stereo unspecified)	-1	-11	1	-1	2	2	1.8	16	-10
COc1ccc(CCNC(=O)C2=CCN(S(=O)(=O)c3ccc(F)cc3)CC2)cc1OC	5	-2	11	-3	-3	-14	1.3	9	8
CC(C)c1cc(C(=O)N/N=C/C(Br)=C/c2ccccc2)n[nH]1	-9	-3	23	-3	3	14	1.1	34	66*
COc1ccc(N2CCN(Cc3cc(=O)oc4cc(-c5ccccc5)c(O)cc34)CC2)cc1	2	-5	30	8	107*	3	116*	18	89*
C=C(C)CN(CC)C(=O)CSc1ccc(S(=O)(=O)N2CCN(C)CC2)cn1	5	2	-1	1	-2	0	1.5	-19	3
O=C(CCN1C(=O)C2CC=CCC2C1=O)Nc1ccc(S(=O)(=O)N2CCCCC2)cc1 (stereo unspecified)	-1	-2	-8	5	-1	-13	-1.7	16	-2
CCOc1ccc(S(=O)(=O)N(CC)CC(=O)NCc2ccncc2)cc1C	2	-7	1	0	5	1	2.1	13	8
O=C(N/N=C/c1cc(Cl)cc([N+](=O)[O-])c1O)c1cccc(S(=O)(=O)N2CCOCC2)c1	7	26	37	-9	-4	12	1.2	16	29
CC(C)(C)CNC(=O)c1ccc2c(c1)S(=O)(=O)c1cc(Cl)ccc1C2=O	-31	-39	-13	1	1	-28	1.7	-5	17
CC(=O)Nc1cccc(NC=C(C#N)C#N)c1	0	4	5	-2	0	-10	1.7	14	3
COc1cc(OC)c(/C=C2\SC(=O)N(CC(=O)Nc3ccccc3F)C2=O)c(OC)c1	9	11	19	2	-8	13	3.9	26	57*
NC(=O)C1CCN(C(=O)CSc2nc(O)cc(=O)[nH]2)CC1	8	-11	-10	-4	0	-9	0.1	1	13
CCN(CC(=O)Nc1c(F)cccc1F)C(=O)Cc1sc(C)nc1-c1ccc(F)cc1	-68	4	9	-7	-3	3	0.0	1	5
Cc1cc2oc(=O)cc(CN3CCCCC3C)c2c(C)c1Cl (stereo unspecified)	8	-4	11	-1	3	5	2.1	24	-18
O=C(CCCSc1nc2ccccc2s1)NCc1ccco1	3	-6	6	0	-2	-5	2.2	17	-30
CCCC(=O)Nc1nc(-c2ccccc2)c(CC)s1	2	-1	-10	-1	-4	1	1.7	32	26
COc1ccccc1CNC(=O)c1cccnc1	16	-1	7	1	0	-16	0.7	1	-22
Cc1cc(=O)oc(C)c1C(=O)NCc1c(F)cc(F)cc1F	22	-3	-5	-5	-1	-6	-0.3	21	-17
Cc1cc(C)n2nc(C(=O)Nc3ccn(Cc4ccccc4C)n3)cc2n1	-17	-7	2	-4	4	2	0.7	16	-15
CCCn1nnnc1SCC(=O)N1CCN(C(=O)c2ccco2)CC1	1	-9	3	1	0	0	1.4	5	-5
O=C1CCC(=O)N(O)CCCCCNC(=O)CCC(=O)N(O)CCCCCNC(=O)CCC(=O)N(O)CCCCCN1	3	-8	-2	-4	0	-4	0.2	17	31
C=CCNC(=O)CN1CCC(c2nc3cc(C)c(C)cc3[nH]2)CC1	0	3	0	-3	-4	13	-0.4	-3	4
Nc1ccc(Oc2ccc([N+](=O)[O-])cc2[N+](=O)[O-])cc1	-9	-9	-1	8	0	-12	-1.2	23	14
C=CCCC(=O)NC1CC(C)(C)Cc2c1cnn2-c1cccc(F)c1 (stereo unspecified)	12	-4	13	0	2	0	1.3	33	0
CCn1c2ccccc2c2nnc(SCC(=O)NCc3cccs3)nc21	6	3	18	0	0	-7	0.8	30	-25
Cc1ccccc1NC(=O)c1cc2c(=O)n3cccc(C)c3nc2s1	5	1	-14	1	17	4	-0.9	-11	31
COc1ccccc1N(CC(=O)NCCSCc1ccccc1)S(=O)(=O)c1ccc(C)cc1	3	10	15	-2	-7	22	1.2	23	6
COc1ccc2cc3c(N)nn(C(=O)c4ccccc4Cl)c3nc2c1	-8	-8	2	-2	-1	11	-4.5	20	93*
CCC1Sc2ccccc2N(CC(=O)NC2CCCC2)C1=O (stereo unspecified)	8	5	12	-1	0	-1	-1.0	9	-15

Arranged by value in APJ antagonist (low to high): three of the compounds above
| Molecule | APJ antagonist |
| --- | --- |
| O=C(CCN1C(=O)C2CC=CCC2C1=O)Nc1ccc(S(=O)(=O)N2CCCCC2)cc1 (stereo unspecified) | -1 |
| O=C(CCCSc1nc2ccccc2s1)NCc1ccco1 | 3 |
| C=CCCC(=O)NC1CC(C)(C)Cc2c1cnn2-c1cccc(F)c1 (stereo unspecified) | 12 |

(listing goes on)
canonical_smiles	APJ antagonist	CXCR6 inh	CCR6 antagonist	APJ ag	XBP1 UPR activ	EBI2 antag	UPR CHOP act	tim23-1 inh	Mdm2-MdmX inh
CC1Cc2nc(SCC(=O)NCc3ccco3)n(Cc3ccccc3)c(=O)c2S1 (stereo unspecified)	9	5	13	-3	1	-1	2.6	22	-21
CCn1nc(C)c([N+](=O)[O-])c1C(=O)NNC(=O)c1ccc(Cl)cc1	-13	-3	-4	-4	-1	6	0.6	6	7
O=S(=O)(Cc1ccccc1)c1nc2ccccc2n1Cc1ccccn1	-6	4	9	0	-2	-2	-1.6	40	42
O=C(CN1C(=O)NC2(CCCCCC2)C1=O)NC1CC1	24	1	-1	-1	0	-10	9.0	6	-16
CCCNC(=O)Cn1c2ccccc2c2nc(=O)cc(C)n21	-1	10	8	0	1	3	-1.3	1	9
C=CCn1c(COc2ccccc2)nnc1SC(C)C(=O)N/N=C/c1cc(Cl)ccc1O (stereo unspecified)	-59	-37	-48	10	-3	-2	-4.0	44	65*
O=C(Nc1ccccc1F)c1cc(S(=O)(=O)N2CCCCC2)cs1	36	4	11	-4	-1	22	-0.3	5	-4
COC(=O)c1[nH]c2cc(OC)ccc2c1NC(=O)c1c(F)cccc1F	19	-6	19	-1	6	-3	6.3	13	5
COC(=O)/C(=C/c1c[nH]c2ccccc12)NC(C)=O	-4	0	8	0	-3	0	-1.6	12	-6
O=S(=O)(Nc1ncccn1)c1ccc(NC(=S)Nc2ccccc2)cc1	-26	5	7	-3	-5	3	1.6	8	15
Cc1ccc(CNC(=O)CS(=O)(=O)Cc2nc(-c3ccc(C)cc3)oc2C)cc1	2	-1	15	1	-2	-30	2.1	-6	-11
CCC(=O)N1CCc2cc(S(=O)(=O)NCCC(=O)N3CCN(c4ccccn4)CC3)ccc21	2	-3	2	-2	-2	-8	0.3	11	-12
CC(=O)NC1=NN(C(C)=O)C(C)(c2ccc(C)o2)S1 (stereo unspecified)	4	3	1	0	0	-7	-1.0	4	10
CCC(C)[C@H](NC(=O)NCCCOC(C)C)C(=O)OC (stereo partly specified)	7	7	8	1	-2	-4	0.0	11	7
Cc1ccccc1C(=O)Nc1ccc2c(c1)OCCO2	1	-8	6	3	-9	-1	-3.8	19	-98
CC(=O)c1ccc(OCc2cc(C(=O)N3CCN4CCCC4C3)no2)cc1 (stereo unspecified)	3	-4	6	-2	-1	-1	0.0	12	-20
O=C(Nc1ccccc1)c1nc[nH]c1C(=O)NCCCNC(=O)c1[nH]cnc1C(=O)Nc1ccccc1	-15	-6	-6	-1	2	-41	0.7	13	39
